Screening results: PubChem, several laboratories
Efa HMGR inh: inhibitors of class II HMG-CoA reductase from Enterococcus faecalis; actives 0.41% (n = 190,000); purified E. faecalis HMGR, NADPH absorbance 340 nm kinetic; inhibition, % at 10 µM;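 active means inhibition above a set limit, the median over all tested compounds plus 3 SD, cut at about 9.5% in these data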;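 further: enzyme runs in reverse so mevalonate oxidation gives rising NADPH absorbance; 0% = complete reaction with DMSO and 100% = background rate lacking mevalonate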
TNAP inh hi DEA: TNAP (human) inhibition, high acceptor; actives 0.03% (n = 200,000); AID 1135; purified TNAP, CDP-star luminescence, 1 M DEA; inhibition, % at 20 µM; P05186;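 active means over 50% inhibition of tissue-nonspecific alkaline phosphatase at 20 µM in the single-dose screen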;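 further: plate controls were DMSO wells for no effect and EDTA-quenched wells as full inhibition for full effect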
Target sequence (P05186 whole entry, looked up): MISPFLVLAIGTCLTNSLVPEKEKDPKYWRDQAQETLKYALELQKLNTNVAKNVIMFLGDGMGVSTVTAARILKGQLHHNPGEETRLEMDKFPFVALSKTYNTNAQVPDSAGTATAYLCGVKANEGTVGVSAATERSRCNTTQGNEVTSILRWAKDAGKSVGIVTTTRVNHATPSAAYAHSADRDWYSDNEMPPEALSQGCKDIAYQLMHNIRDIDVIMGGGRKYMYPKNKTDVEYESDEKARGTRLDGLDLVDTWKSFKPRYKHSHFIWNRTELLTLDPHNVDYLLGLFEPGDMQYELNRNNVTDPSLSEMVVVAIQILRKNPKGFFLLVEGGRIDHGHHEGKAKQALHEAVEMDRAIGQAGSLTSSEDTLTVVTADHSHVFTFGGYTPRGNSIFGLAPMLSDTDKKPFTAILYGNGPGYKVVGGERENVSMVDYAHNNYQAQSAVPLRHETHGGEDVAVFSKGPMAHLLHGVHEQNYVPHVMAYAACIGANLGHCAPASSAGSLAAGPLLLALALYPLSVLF
PMI activator: phosphomannose isomerase (human) activation; P34949; purified human PMI, coupled resazurin fluorescence, 20 min; stronger effect = higher value; 1 = vehicle control, 0 substrate-free wells; activation factor at 20 µM; actives 0.005% (n = 190,000); AID 1214;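 active means activation factor of 2 or more at 20 µM, relative to plate controls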
TNAP inh no acc: inhibitors of human TNAP without phosphate acceptor. purified TNAP, CDP-star luminescence, 30 min. inhibition, % at 20 µM. actives 0.26% (n = 200,000);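 active means tissue-nonspecific alkaline phosphatase inhibition above about 50% at 20 µM in the single-dose screen, limit read from the data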;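 further: 0% = DMSO negative control and 100% = EDTA positive control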
Hsp70 act: Hsp70 transcriptional activation, primary screen; HeLa Hsp70 promoter luciferase reporter, luminescence; scaled: vehicle 0, proteasome-inhibitor control 100%; activation, % at 10 µM; actives 0.04% (n = 200,000);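 active means activation above the mean across all tested compounds plus 3 SD, cutoff set per campaign, cut at about 5.5% in these data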;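 further: 100% = MG132 at 30 µM as the positive control and 0% = DMSO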
Redox H2O2 prof: compounds producing H2O2 with reducing agent – biochemical, NIH compound library profiling, artefact control for MLSCN library redox annotation, primary screen. DTT-dependent redox cycling H2O2, phenol red/HRP absorbance; 100% = 100 µM peroxide control, 0% = buffer. activation, % at 10 µM. actives 0.03% (n = 200,000). AID 878;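 active means activation of at least 50% relative to the plate's high and low controls in the primary single-dose screen; inactive means activation below 50%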;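 further: compound incubated with DTT at 0.8 mM final as the reducing agent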
PMI act satM6P: PMI (human) activation, high substrate | actives 0.34% (n = 190,000) | activation factor at 20 µM | AID 1216 | coupled PMI enzyme assay, resazurin fluorescence, 20 min; stronger effect = higher value; 1 = untreated enzyme, 0 = substrate-free blank;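 active means activation factor of 2 or more at 20 µM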
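Material: human phosphomannose isomerase with PGI, G6PDH, diaphorase coupling enzymes. Quantity: 15 ng/mL PMI. Medium: HEPES pH 7.4 buffer with MgCl2 and Tween-20. Reagent: Near-saturating mannose-6-phosphate, 1.0 mM. Compound: 20 µM single dose. Times: enzyme reaction with compound 20 min at room temperature. Detection: resorufin fluorescence at Ex 544/Em 590 nm.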
S1P3 antag: blocks the human S1P3 receptor | inhibition, % at 4.98 µM | CHO S1P3 NFAT-BLA reporter, FRET fluorescence, antagonist mode | actives 0.27% (n = 170,000) | Q99500 | AID 485;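 active means inhibition above the plate cutoff, the mean inhibition of test wells on that plate plus 3 SD, cut at about 28% in these data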;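 further: cells challenged with S1P at its EC80 of 0.8 µM; blue over green emission ratio from cleaved BLA substrate after 4 h stimulation; 0% = S1P-stimulated wells and 100% = unstimulated DMSO-only wells; some compounds past the cut are filed as inactive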
Target sequence (Q99500 whole entry, looked up): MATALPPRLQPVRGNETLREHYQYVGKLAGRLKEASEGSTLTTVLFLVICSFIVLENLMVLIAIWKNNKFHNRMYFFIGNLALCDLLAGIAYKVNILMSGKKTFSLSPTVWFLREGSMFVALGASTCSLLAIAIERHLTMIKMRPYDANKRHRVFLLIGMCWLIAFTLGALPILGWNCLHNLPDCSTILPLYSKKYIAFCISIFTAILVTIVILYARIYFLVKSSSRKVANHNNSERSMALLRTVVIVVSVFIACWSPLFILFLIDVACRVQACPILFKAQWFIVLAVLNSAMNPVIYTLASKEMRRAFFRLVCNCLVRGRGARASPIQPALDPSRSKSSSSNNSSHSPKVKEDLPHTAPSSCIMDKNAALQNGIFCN
L major viab: Leishmania major promastigote growth inhibition; Leishmania major promastigotes, resazurin fluorescence viability; inhibition, % at 10 µM; actives 9% (n = 200,000); AID 1063; in the data active means inhibition above about 50%;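 further: promastigotes grown with compound for 44 hours at 28 °C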
RAM inhibit: yeast RAM network inhibition. S. cerevisiae dse1pr::URA3 reporter, 5-FOA growth OD615, 2 d; analog-sensitive cbk1-as2 kinase mutant strain. inhibition, % at 50 µM. actives 1.8% (n = 190,000);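 active means inhibition above a set limit, 3 SD over mean compound inhibition, cut at about 8.4% in these data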;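 further: 0% = DMSO-only wells with no growth and 100% = 10 µM 1-NA-PP1 full growth; inhibition rescues growth on 5-FOA so higher OD means more RAM inhibition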
Starred values were filed as active, the others as inactive; · = no result given.

SMILES	Efa HMGR inh	TNAP inh hi DEA	PMI activator	TNAP inh no acc	Hsp70 act	Redox H2O2 prof	PMI act satM6P	S1P3 antag	L major viab	RAM inhibit
Cc1ccc(-c2ccc(SCC(=O)NCC3CCCO3)nn2)cc1 (stereo unspecified)	-6.3	-2.3	1.1	-9.7	-0.3	-0.8	1.1	3.0	-6.9	0.6
Cc1ccc(C(=O)NCc2ccc3c(c2)OCO3)cc1N1CCCC1=O	-1.8	-4.3	0.9	-11.6	-0.4	-0.2	0.9	-20.4	12.7	-0.8
CCOC(=O)c1cnc(-n2nc(C)cc2C)nc1Nc1ccccc1OC	4.6	-7.7	1.1	9.5	-0.1	-0.8	1.1	·	-0.2	2.3
Cc1nnc(Sc2c(N)n(C)c(=O)[nH]c2=O)s1	-4.0	-5.8	1	-11.0	0.1	-7.6	0.9	·	-5.9	1.1
COc1ccc2c(c1OC)C(=O)OC2Nc1ccccn1 (stereo unspecified)	-1.6	-0.5	0.9	-3.4	-0.1	13.1	1	-52.0	-5.1	0.3
O=C(NCc1cccnc1)C(=O)Nc1ccc([N+](=O)[O-])cc1	-0.9	-2.3	1.1	-9.0	0.6	-2.2	1.1	-23.5	-0.1	2.0
CC12CCC(C(=O)O)(c3nc(C#N)c(C#N)nc31)C2(C)C (stereo unspecified)	1.8	8.0	1	-1.6	-0.4	2.7	1.2	9.6	-8.2	1.4
COc1cc([N+](=O)[O-])ccc1NC(=O)NCc1ccco1	-0.7	-6.1	1.2	-13.8	0.0	0.3	1	-4.1	5.5	1.5
CCn1c(=O)c(C(=O)NCc2ccc(OC)cc2)c(O)c2ccccc21	-5.5	-6.8	1	-12.6	-0.4	0.7	1	14.0	0.8	7.2
O=C(Cc1cccs1)Nc1cccnc1	-2.3	-8.6	1	-1.1	0.0	0.0	1	-34.3	-2.9	0.3
Cc1ccccc1NC(=O)C1CC(=O)OC12CCOC(C)(C)C2 (stereo unspecified)	6.2	-3.8	0.9	-4.2	-0.3	-0.9	1	9.1	-6.2	0.0
CC(=O)C1=NN(c2ccccc2)C(c2ccc3c(c2)OCO3)N1c1ccc(N2CCOCC2)cc1 (stereo unspecified)	1.1	2.8	1	5.5	-0.2	0.3	0.9	-10.0	4.6	4.6
O=C(NNC(=O)c1cccc(O)c1)Nc1ccc([N+](=O)[O-])cc1	-4.3	-5.0	0.9	-12.7	-0.4	1.5	1	-6.7	-2.3	4.1
COc1cc(Br)cc(-c2nc3c(c(=O)[nH]c(=O)n3Cc3ccccc3)n2C)c1O	-0.5	-4.5	1	-10.4	-0.2	-2.4	0.8	·	-7.0	2.7
Cc1nn(CC(=O)N2CCc3ccccc3C2)c(C)c1[N+](=O)[O-]	-4.9	-3.6	1	-7.9	-0.4	1.2	0.9	-8.1	-5.8	1.6
COc1cccc(CC2(CO)CCCN(Cc3cn[nH]c3-c3cc(C)ccc3C)C2)c1 (stereo unspecified)	-5.9	-6.0	1	-6.0	-0.3	-0.9	0.9	-1.0	18.5	0.0
Cc1cc(-c2ccccc2)nc2c(Br)c(=O)[nH]n12	-2.3	3.5	0.7	-1.6	-0.2	-0.1	0.8	-14.2	-2.8	0.1
CN1CCN(CCCNC(=O)c2ccc(CSCc3cccc(Cl)c3)o2)CC1	-0.8	-3.3	0.9	-10.5	-0.4	-0.2	1	-2.4	99.4*	1.5
COc1cc(NC(=O)Cn2nnc(-c3ccccc3N)n2)cc(OC)c1	-1.2	-7.6	0.9	4.6	-0.4	6.1	0.9	-18.6	55.2*	5.4
COc1ccccc1NS(=O)(=O)c1cc(NC(=O)CCC(=O)c2cccs2)ccc1Cl	-2.1	-1.8	0.7	-21.5	-0.3	0.1	0.9	-3.0	8.7	4.7
Cc1cc(N/C(=N/S(=O)(=O)c2cc(F)ccc2F)c2ccccc2)n(-c2ccccc2)n1	-0.2	-1.7	1	-9.8	-0.1	-0.3	1	-0.4	12.8	3.1
CCn1c(C)nc2cc(C(=O)N=Nc3c(O)[nH]c4c(C)cc(C)cc34)ccc21	-4.8	-0.6	1	0.7	-0.5	1.8	1	18.4	-2.0	-0.8
NC(=O)C1(NC(=O)[C@@H]2CC3(CC(c4cccc(NC(=O)[C@@H]5CCC(=O)N5)c4)=NO3)CN2C(=O)c2ccccc2)CC1 (stereo partly specified)	4.9	-3.8	1.1	-11.6	-0.3	-5.4	1.1	·	-7.1	0.8
CSc1cnn(Cc2ccccc2)c(=O)c1SCc1ccccc1	-1.1	2.9	1.6	11.7	-0.3	0.7	2.5*	-8.1	5.7	0.9
COc1ccc(C2SCC(=O)N2CCc2ccc(OC)c(OC)c2)cc1 (stereo unspecified)	-2.3	-3.3	·	-9.9	-0.3	0.4	·	-16.7	-3.2	0.5
Cc1nc(SC2CC(=O)N(c3cc(Cl)cc(Cl)c3)C2=O)nc2c1CCCC2 (stereo unspecified)	0.7	-3.9	0.9	-6.3	0.1	-1.8	0.9	·	-1.1	5.0
O=c1ccc(C(F)(F)F)cn1Cc1cc(=O)n2ccsc2n1	1.6	-2.0	1.1	-13.3	-0.1	0.2	1	-5.8	-1.3	2.2
O=P(O)(CCc1ccccc1)CN1CCCCC1	-1.8	-1.1	1	-10.5	0.1	2.2	1	-21.1	-3.7	2.3
CN(CC(=O)NCc1cccs1)S(=O)(=O)c1cccc2nsnc12	-0.7	-4.4	0.9	-6.7	0.8	0.0	0.9	-20.9	-5.3	1.3
Fc1ccc(-c2nnc(-c3ccc(Cl)cc3)o2)cc1	2.2	-3.7	1	-9.5	0.1	0.6	1	1.6	-4.1	2.6
CCn1c(-c2csc3ccccc23)n[nH]c1=S	0.2	-0.2	1	4.8	-0.1	-0.5	1	5.6	34.6	0.6
CCc1ccc(N2CC(C(=O)NC3=NCCS3)CC2=O)cc1 (stereo unspecified)	2.2	-5.1	1.1	1.0	-0.2	0.0	0.9	-29.3	-4.4	2.9
O=C(CO/N=C1\CCCc2nonc21)Nc1ccccc1Cl	-3.3	1.6	0.9	-4.2	-0.2	-0.3	1	5.1	6.7	0.9
c1cc(-c2noc(CCC3CCCC3)n2)ccn1	-0.3	-5.7	0.9	-12.4	-0.5	-0.3	0.9	-4.1	-3.7	-0.8
CC1(C)CC(NC(=O)c2coc(=O)c(Br)c2)CC(C)(C)N1	2.8	-8.0	1.1	-4.4	-0.3	-0.9	1	5.8	-2.1	2.2
Cc1nc(NC(=O)c2ccc(Cl)cc2)nc2cc3c(cc12)OCO3	-3.8	-1.3	1	-17.1	-0.3	-0.4	0.9	4.8	20.9	3.5
CC(=O)Nc1ccc(C(=O)CS(=O)(=O)c2ccc(C)cc2)cc1	0.6	1.1	0.9	-6.7	-0.3	0.9	0.9	-63.8	1.8	0.9
CC(C)(CN=C1NS(=O)(=O)c2ccccc21)CNC(=O)CN1C(=O)c2ccccc2C1=O	-6.7	0.0	1.1	-6.0	-0.3	1.2	1.2	-3.3	1.9	1.4
CC(C)(C)c1ccc(OCC(O)CSc2ncn[nH]2)cc1 (stereo unspecified)	4.3	10.8	0.8	-19.8	-0.2	0.0	0.9	·	-3.0	-0.7
CCOC(=O)c1ccc(N2C(=O)c3n[nH]c(C)c3C2c2ccc(OC)c(OC)c2)cc1 (stereo unspecified)	-3.7	-4.6	0.9	-11.7	0.0	0.6	1	17.7	20.7	1.6
CCN(CC)S(=O)(=O)c1ccc(N=N/C(C(C)=O)=C(/C)O)cc1	-2.2	-5.7	0.9	-7.1	-0.6	0.1	1	·	-4.4	2.9
COC(=O)N1[C@H](Cc2ccccc2)C=C[C@]1(C)C(=O)O	-0.1	-7.5	1.2	-6.2	-0.2	0.3	1.1	11.7	16.6	-0.5
CC1CCCCN1CCNC(=O)c1cnn2ccccc12 (stereo unspecified)	1.5	-3.5	0.9	-2.6	-0.3	-1.3	0.9	-21.5	-5.4	1.0
Cc1cccc(Sc2nc(-c3ccccc3)ncc2C(=O)O)c1	-1.0	-5.3	1.3	-2.4	-0.1	-1.2	1.2	-9.6	-6.7	3.0
Cc1ccc(C(=O)n2nc(-c3ccccc3)nc2NCc2ccco2)cc1	-4.0	-0.3	0.8	13.8	-0.3	1.5	0.8	·	7.2	13.2*
COc1ccc(C2=Nn3c(nnc3-c3ccc(OC)cc3)SC2)cc1	-3.0	-5.0	0.9	-9.7	-0.2	1.7	1	0.5	60.9*	7.8
Cc1nc2ccc(C(=O)Nc3cccc([N+](=O)[O-])c3)cc2s1	-9.4	-3.9	0.9	-4.4	0.1	-0.2	0.9	2.8	7.6	3.0
COc1ccc(CCNC(=O)CN2C(=O)c3ccccc3C2=O)cc1	1.4	-4.8	1.1	-24.1	0.0	0.3	1	·	-0.5	3.1
C/C(NCCCn1ccnc1)=C(\C#N)C(N)=O	-6.9	-1.5	1	-5.6	-0.4	2.7	0.9	-11.6	-7.9	2.5
O=C(Nc1nc2c(c(=O)[nH]1)CCCC2)C1CC1	-1.8	-2.5	0.9	-20.7	-0.2	-4.9	1	·	-2.9	1.6
COc1ccc(C(=O)NC(=S)NNC(=O)CCc2ccccc2)cc1	3.3	-4.2	1	-6.9	-0.2	2.3	1.2	·	93.2*	2.8
O=C1NCCCC1C(=O)N/N=C/c1ccccc1O (stereo unspecified)	-3.2	3.7	1.2	-79.2	-0.3	0.5	1.1	5.8	-6.5	0.4
